# uPA surface inh = qHTS for Inhibitors of Cell Surface uPA Generation. cell surface uPA generation assay, qHTS. Potency, µM (series often up to 38.3 µM), for inactives: at the top dose activity change, negative = inhibition, actives largely listed as inhibitors. 0.31% of 330,000 active; active = well fitted inhibition curve with a large enough effect; inconclusive = small, poorly fitted or top-dose-only effect; inactive = no such curve, though single readings can be large or run the other way; tested in mouse RAW 264.7 cells; also: potency is read from the fitted curve at half-maximal effect; nearly all actives have a fitted effect of over 55% in size
# GALK inh = qHTS Assay for Inhibitors of Human Galactokinase (GALK); P51570; Purified GALK, Kinase-Glo residual ATP luminescence; Potency, µM (top dose mostly 57.5 µM), for the others: at the highest dose activity change, negative = inhibition, actives largely listed as inhibitors; 0.007% of 270,000 active; also: potency is read from the fitted curve at half-maximal effect
# Target sequence (P51570 whole entry, looked up): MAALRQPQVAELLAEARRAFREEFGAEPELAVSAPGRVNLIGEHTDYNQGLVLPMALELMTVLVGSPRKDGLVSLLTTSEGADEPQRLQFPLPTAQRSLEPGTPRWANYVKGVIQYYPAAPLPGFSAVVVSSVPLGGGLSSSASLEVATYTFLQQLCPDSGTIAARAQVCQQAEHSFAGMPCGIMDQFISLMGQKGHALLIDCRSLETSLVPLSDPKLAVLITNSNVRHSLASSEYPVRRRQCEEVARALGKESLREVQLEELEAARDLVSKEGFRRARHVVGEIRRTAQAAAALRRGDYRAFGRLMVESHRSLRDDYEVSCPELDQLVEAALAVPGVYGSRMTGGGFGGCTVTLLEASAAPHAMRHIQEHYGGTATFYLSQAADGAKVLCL
#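 The enzyme phosphorylates galactose (100 uM) using ATP (35 uM); inhibition is detected as higher residual ATP, quantified by bioluminescence after 1 h reaction at room temperature, pH 8.0.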
# B2AR arrestin = qHTS assay of beta-arrestin-biased ligands of beta2-adrenergic receptor. 0.02% of 330,000 active. beta-arrestin recruitment to beta2AR, cell-based reporter. Beta-2 adrenergic receptor (Homo sapiens), P07550. AID 492947, 2010. Potency, µM (titrated, usually from 46.1 µM), inactives show at the highest dose activation, hits mostly activators;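 also: potency is read from the fitted curve at half-maximal effect; 0% = DMSO controls and full agonism = EC100 isoproterenol or metaproterenol; nearly all actives have a fitted effect of over 65% in size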
# PKM2 act = qHTS Assay for Activators of Human Muscle isoform 2 Pyruvate Kinase | purified PKM2, Kinase-Glo ATP luminescence, activation; response scale: 0% is enzyme alone, no compound | Pyruvate kinase PKM (Homo sapiens), P14618 | AID 1631, 2009 | Potency, µM (titrated, usually from 57.5 µM), for the others: top-dose activation, usual class: activators | 0.34% of 260,000 active; also: potency is read from the fitted curve at half-maximal effect; nearly all actives have a fitted effect of over 55% in size
#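 Kinase-Glo luminescence reports ATP generated from ADP (0.1 mM) and PEP (0.5 mM) by purified hPK-M2 after 1 h at room temperature, pH 7.2 imidazole buffer; intermediate enzyme activity allows detecting inhibitors and activators.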
# hERG WT inh = qHTS for Inhibitors of KCHN2 3.1: Wildtype qHTS; Voltage-gated inwardly rectifying potassium channel KCNH2 (Homo sapiens), Q12809; U2OS, BacMam KCNH2, thallium flux FluxOr; hits give low values; activity change, % at 1.84 µM; 0.37% of 340,000 active; AID 720551, 2013;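 active = maximum activity change below -70%; inconclusive = maximum activity change between -70% and -50%; inactive = maximum activity change above -50%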
#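 U2OS cells were transduced with wild-type KCNH2 virus (2.03 x 10^8 / mL) for 4 h at room temperature, then cultured overnight at 37 C. Thallium flux was read with FluxOr dye. Rate constants were normalized to DMSO controls.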
# KCNH2 3.1 inh = qHTS for Inhibitors of KCHN2 3.1: Mutant qHTS. AID 720553, 2013. U2OS KCNH2 3.1, thallium flux FluxOr; hits give low values. 0.95% of 340,000 active. Potassium voltage-gated channel subfamily H member 2, brain isoform KCNH2 3.1 (human). activity change, % (tested at about 1.8 µM);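 active = maximum activity change below -70%; inconclusive = maximum activity change from -70% to -50%; inactive = maximum activity change above -50%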;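 also: thallium influx rate constant from kinetic fluorescence after stimulation buffer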
#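 FluxOr-based Tl+ influx in U2OS cells transduced with KCNH2 3.1 virus; rate constants normalized to DMSO controls.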
# Coupling enz = qHTS Assay for Inhibitors of Fructose-1,6-bisphosphate Aldolase from Giardia Lamblia: Coupling assay counterscreen | coupling enzyme system counterscreen, AmpLite Red fluorescence | 0.67% of 290,000 active | activity change, negative = inhibition, % at 58.2 µM, hits read low; in the data active = activity change below about -30%
#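 Compounds tested against the coupling enzymes alone at 57.5 uM final; readout was AmpLite Red fluorescence (525/598 nm) after 20 min at RT.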
# BCR signal inh = qHTS Assay to Find Inhibitors of Chronic Active B-Cell Receptor Signaling; ABC-DLBCL IkBa-CBG/CBR reporter, luminescence ratio, 4 h; Potency, µM (doses to about 46.1 µM), inactives show top-dose ratio change, negative = lower green/red ratio, actives largely listed as inhibitors; 0.05% of 340,000 active; active = well fitted inhibition curve with a large enough effect in the signal ratio, with a control signal flat, not every such curve was filed as active; inconclusive = small, poorly fitted or top-dose-only effect, or effect the other way, or a change in a side signal; the % refers to the signal ratio;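 also: potency is read from the fitted curve at half-maximal effect; plate controls were basal doxycycline-induced cells for no effect and cells given 10 µM MG132 for full effect; MG132 reads +100%, hits lower the ratio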
#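 Compounds up to 46 uM were incubated four hours with TMD8 cells whose green CBG68 luciferase is fused to IkappaBalpha; red CBR luminescence normalised the signal, and concentration-effect curves were fitted to fusion, red and ratio data.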
# USP2a inh = qHTS Assay for Inhibitors of Ubiquitin-specific Protease USP2a Using CHOP2 as the Reporter; Ubiquitin carboxyl-terminal hydrolase 2 (Homo sapiens), O75604; 0.01% of 330,000 active; Potency, µM (titrated, usually from 38.3 µM), for the others: at the top dose activity change, negative = inhibition, actives largely listed as inhibitors; USP2 core, Ub-CHOP2 coupled fluorogenic reporter, 485/531;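 also: potency is read from the fitted curve at half-maximal effect; plate controls were DMSO wells for no effect and full inhibition by NEM control for full effect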
# Target sequence (O75604 whole entry, looked up): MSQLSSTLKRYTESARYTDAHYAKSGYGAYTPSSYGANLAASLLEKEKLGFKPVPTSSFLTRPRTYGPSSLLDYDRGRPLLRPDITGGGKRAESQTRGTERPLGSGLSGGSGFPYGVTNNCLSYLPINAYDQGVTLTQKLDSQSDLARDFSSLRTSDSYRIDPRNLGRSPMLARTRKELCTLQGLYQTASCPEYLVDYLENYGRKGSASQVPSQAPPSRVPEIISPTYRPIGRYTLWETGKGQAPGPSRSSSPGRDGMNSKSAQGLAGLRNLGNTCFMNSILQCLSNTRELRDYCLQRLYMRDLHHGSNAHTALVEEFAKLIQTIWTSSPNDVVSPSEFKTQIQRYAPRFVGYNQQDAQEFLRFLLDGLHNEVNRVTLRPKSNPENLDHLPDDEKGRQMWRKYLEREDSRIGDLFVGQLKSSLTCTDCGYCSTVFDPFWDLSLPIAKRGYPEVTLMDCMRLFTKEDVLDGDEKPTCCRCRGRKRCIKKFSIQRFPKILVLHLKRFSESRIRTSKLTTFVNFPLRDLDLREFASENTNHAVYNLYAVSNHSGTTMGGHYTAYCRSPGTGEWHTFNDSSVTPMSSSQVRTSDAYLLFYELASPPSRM
#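 Deubiquitinase activity read as fluorescence (485/531 nm) after Ub-CHOP2 cleavage activates the enterokinase reporter on its substrate; USP2 core 10nM, Ub-CHOP2 and substrate 25nM each, 30min compound preincubation then 60min RT; data normalized to NEM, curves fitted.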
# Giardia kill = Small Molecules that selectively kill Giardia lamblia: qHTS; Giardia lamblia trophozoite viability; 0.15% of 340,000 active; activity change, % at 7.66 µM, hits read low; in the data active = activity change below about -80%; inconclusive = between about -30% and that limit;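 also: parasites exposed to compound for two days anaerobically before the ATP read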
#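 Trophozoite viability was measured as ATP-dependent luminescence, read 15-30 min after reagent addition. Before that, parasites at 100 cells/well were exposed to compounds for 48 h, anaerobically, at 37 deg C.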
# Eya2 phos inh = qHTS Assay for Inhibitors of the Phosphatase Activity of Eya2; AID 488837, 2010; Protein phosphatase EYA2 (Homo sapiens), O00167; 0.006% of 330,000 active; Potency, µM (series often up to 76.9 µM), for inactives: at the top dose activity, negative = inhibition, most hits filed as inhibitors; recombinant Eya2, OMFP fluorescence dephosphorylation (OMFP is methylfluorescein phosphate); also: potency is read from the fitted curve at half-maximal effect
#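 Eya2 (0.2 uM) preincubated 10 min at ambient with compound, then OMFP substrate added at 50 uM; 10 min reaction in 50 mM HEPES pH 7.5, 50 mM NaCl, 5 uM MgCl2, 0.05% BSA, 1 mM DTT. Fluorescence read at Ex 485/Em 525 nm.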
# Active calls of the source: *; i = inactive; ? = inconclusive; nt = not tested or not shown. Unless noted, calls follow the shape of the dose curve; as a rule, active = well fitted curve in the direction sought with a large enough effect; inconclusive = small, poorly fitted or top-dose-only effect, or another doubt; inactive = no such curve, though single readings can be large; an effect the other way counts as inactive or inconclusive. Unless noted, % is scaled to controls: 0 for no effect and ±100 for the full control effect.
1) COc1ccc(CNC(=O)c2cc(COc3c(F)cccc3F)on2)cc1OC
2) CC(=O)c1c(-c2ccc(Cl)cc2)c2ccccc2[nH]c1=O
3) CC(=O)Oc1ccc2c(=O)c(/C=N/c3cc(=O)[nH]c(=S)[nH]3)coc2c1
4) Clc1ncnc2scc(-c3ccc(Br)cc3)c12
5) CC(C)(C)C(=O)O/N=C(\N)COc1cccc(Cl)c1
6) CC(=O)CC(=O)Nc1nc(C)cc(C)n1
entry no.,1,2,3,4,5,6
uPA surface inh,0%,-3%,-1%,-13%,14%,6%
GALK inh,1%,-2%,-5%,-4%,3%,6%
B2AR arrestin,4.8%,-0.3%,-0.7%,0.1%,-0.4%,0.3%
PKM2 act,-4%,-19%,-1%,-4%,-5%,-3%
hERG WT inh,17,-2,9,i,-3,-9
KCNH2 3.1 inh,10,-7,6,-7,4,1
Coupling enz,2,5,14,2,0,2
BCR signal inh,-16%,-2%,1%,7%,?,5%
USP2a inh,-3%,3%,9%,-4%,0%,5%
Giardia kill,-11,-7,2,?,-5,8
Eya2 phos inh,-15%,-14%,-17%,-2%,1%,8%

7) CCc1cccc(CC)c1NC(=O)COC(=O)CCc1cc(OC)c(OC)c(OC)c1
8) CCOC(=O)N1CCN(C(=O)c2c(Cl)cnn2C)CC1
9) Cc1cc(Br)ccc1NC(=O)CN(C)C(=O)C1CCN(C(=O)c2ccc(F)cc2)CC1
10) CC(NC(=O)CN1CCN(c2cccc(Cl)c2)CC1)c1ccccc1 (stereo not given)
11) CCSc1ccccc1C(=O)N1CCCC1
12) C=CCNC(=O)C1CC(=O)N(c2ccc(OCC(=O)Nc3ccc(C)cc3)cc2)C1 (stereo not given)
entry no.,7,8,9,10,11,12
uPA surface inh,12%,3%,-10%,5%,nt,4%
GALK inh,2%,-4%,nt,4%,0%,nt
B2AR arrestin,0.3%,0.0%,-0.1%,-1.4%,3.2%,0.2%
PKM2 act,-8%,nt,nt,0%,0%,-8%
hERG WT inh,-1,-2,22,-12,-4,-4
KCNH2 3.1 inh,1,-1,-6,-3,-28,7
Coupling enz,0,nt,nt,5,2,-1
BCR signal inh,-8%,1%,0%,-5%,?,-5%
USP2a inh,1%,5%,1%,-3%,0%,3%
Giardia kill,6,-13,-19,-5,9,-2
Eya2 phos inh,20%,0%,4%,0%,-10%,8%

13) O=C(Nc1ccncc1)c1ccccc1F
14) COc1cccc(N=CC2=C(O)CCCC2=O)c1
15) Cc1ccc(C(C(=O)NC2CCCC2)N(C(=O)c2csnn2)c2cccc(F)c2)o1 (stereo not given)
16) CC(C)C/C(O)=C/c1nc2cc(Cl)ccc2oc1=O
17) COc1ccc(NC(=O)/C=C/C(=O)O)c(OC)c1
18) CSc1cccc(NC(=O)c2sc3nc4n(c(=O)c3c2C)CCC4)c1
entry no.,13,14,15,16,17,18
uPA surface inh,1%,4%,-5%,1.4µM*,-1%,-6%
GALK inh,5%,0%,15%,0%,0%,6%
B2AR arrestin,0.3%,0.5%,-0.8%,-0.7%,-0.7%,0.2%
PKM2 act,-2%,0%,-2%,-1%,1%,nt
hERG WT inh,-7,-9,-2,5,8,-10
KCNH2 3.1 inh,7,4,14,6,-14,0
Coupling enz,0,0,1,-3,-1,nt
BCR signal inh,?,-1%,0%,1%,0%,-1%
USP2a inh,4%,3%,1%,2%,0%,-4%
Giardia kill,?,5,-4,12,5,26
Eya2 phos inh,5%,12%,8%,-2%,-1%,0%

19) c1csc(-c2nnc(COc3ncnc4sccc34)o2)c1
20) Cc1cc(C)n(NC(=S)NC2CCCC2)c(=O)c1C#N
21) Cc1cccc(Nc2nc(N)nc(CN3CCN(c4ccccc4)CC3)n2)c1
22) CCC1=NN2C(=N)/C(=C\c3cccn3-c3ccc(C)cc3C)C(=O)N=C2S1
23) Oc1ccccc1CNCCCNCc1ccccc1O
24) Cc1onc(-c2ccccc2)c1C(=O)N1CCN(S(=O)(=O)c2ccccc2C(F)(F)F)CC1
entry no.,19,20,21,22,23,24
uPA surface inh,0%,-1%,3%,6%,7%,3%
GALK inh,-1%,-1%,7%,-3%,4%,-2%
B2AR arrestin,-0.1%,0.3%,0.4%,-0.7%,-1.0%,-0.2%
PKM2 act,8%,-1%,-2%,5%,13%,1%
hERG WT inh,-1,7,20,3,3,2
KCNH2 3.1 inh,-1,5,?,-8,3,0
Coupling enz,3,0,1,8,1,0
BCR signal inh,-4%,?,-11%,?,-3%,2%
USP2a inh,0%,-1%,-8%,9%,1%,4%
Giardia kill,19,-7,2,2,5,2
Eya2 phos inh,-3%,6%,-8%,0%,13%,-5%

25) Cn1c(=O)c2c(nc(OCc3cccnc3)n2Cc2ccccc2)n(C)c1=O
26) Cc1ccc([N+](=O)[O-])cc1NC(=O)CSc1nnc(C)n1CC1CCCO1 (stereo not given)
27) CN1CN(C)c2ccc([N+](=O)[O-])c3cccc1c23
28) COc1ccc(OC)c(NC(=O)N[C@@H](Cc2ccccc2)C(=O)O)c1
29) Cc1cc(C(=O)O[C@H]2[C@H](C)NS(=O)(=O)[C@H]3C[C@@H]4C=C[C@]23O4)cc([N+](=O)[O-])c1
30) Cc1cc(NC(=O)CCCC(=O)OCC(F)(F)C(F)F)cc(C)c1C(=O)O
entry no.,25,26,27,28,29,30
uPA surface inh,-4%,0%,-2%,nt,3%,-5%
GALK inh,1%,-2%,-3%,0%,nt,0%
B2AR arrestin,-0.1%,-0.1%,0.3%,-0.5%,-2.9%,0.3%
PKM2 act,12%,nt,nt,3%,nt,0%
hERG WT inh,-7,36,7,0,-8,0
KCNH2 3.1 inh,5,-3,8,13,-4,0
Coupling enz,4,-1,-9,5,nt,2
BCR signal inh,-3%,3%,0%,0%,-3%,0%
USP2a inh,-3%,2%,3%,-1%,3%,0%
Giardia kill,16,7,0,-4,5,-13
Eya2 phos inh,-9%,-20%,10%,13%,-7%,20%

31) Cc1ccc(OCc2ccc(C(=O)Nc3cc(C)on3)o2)c([N+](=O)[O-])c1
32) O=C(O)c1ccc(C2SCC(=O)N2Cc2ccco2)cc1 (stereo not given)
33) Cn1c(SCc2ccc(Cl)cc2)nnc1C1CC1
34) CNC(=O)c1nnn(-c2ccccc2)c1C(=O)NC
35) O=C(NCC(O)COc1ccc([N+](=O)[O-])cc1)c1ccccc1 (stereo not given)
36) CCc1ccc(NS(=O)(=O)c2ccc3[nH]cc(C(=O)N4CCc5ccccc54)c(=O)c3c2)cc1
entry no.,31,32,33,34,35,36
uPA surface inh,8%,4%,-1%,-4%,24%,0%
GALK inh,-3%,0%,-1%,1%,-1%,-2%
B2AR arrestin,0.3%,0.2%,-0.5%,0.2%,-0.2%,-0.4%
PKM2 act,7%,0%,2%,-1%,3%,-17%
hERG WT inh,?,-15,18,-16,-18,6
KCNH2 3.1 inh,3,0,0,-12,-18,17
Coupling enz,nt,1,-25,-2,-2,0
BCR signal inh,-8%,0%,-10%,1%,1%,-3%
USP2a inh,0%,1%,1%,4%,-1%,-10%
Giardia kill,-15,19,21,8,-5,6
Eya2 phos inh,1%,0%,4%,-8%,-5%,-4%

37) CN1CCN(C(=O)C2=C[C@H](C(C)(C)C)C[C@H](OCCCCO)O2)CC1
38) Cn1nc(-c2ccc(C(=O)N3CCN(Cc4ccccc4)CC3)cc2)c2ccccc2c1=O
39) COc1cccc(CN(C)C(=O)c2cc(-c3cccs3)nc3ccccc23)c1
40) CCOc1ccc(NS(=O)(=O)c2ccc(Cl)c(C(=O)N(C)Cc3cccnc3)c2)cc1
entry no.,37,38,39,40
uPA surface inh,-9%,-9%,-2%,-5%
GALK inh,4%,3%,0%,nt
B2AR arrestin,-0.7%,0.4%,1.0%,0.2%
PKM2 act,-2%,-1%,14%,nt
hERG WT inh,1,0,4,1
KCNH2 3.1 inh,4,-9,-5,-6
Coupling enz,0,1,2,nt
BCR signal inh,6%,0%,2%,0%
USP2a inh,0%,2%,1%,3%
Giardia kill,2,-7,4,2
Eya2 phos inh,0%,3%,4%,-14%
